TRAIL sens C8 = caspase-8 TRAIL sensitization; inhibition (viability loss, TRAIL sensitization), % at 10 µM; actives 1% (n = 360,000); NB7+C8 cells + TRAIL, ATPlite viability luminescence; AID 624354;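 active = compounds causing at least 50% loss of cell viability in the single-dose screen, relative to plate controls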
MITF TRPM1 inh = MITF TRPM1 promoter inhibition in SK-MEL-5 cells | SK-MEL-5 TRPM1 promoter luciferase, 24 h | inhibition, % at 12.5 µM | actives 0.83% (n = 330,000);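 active = mean inhibition across replicates of 60% or more, whatever share of single replicates reaches that level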; note: values of inactives mirror those of a sister screen read the other way
NR2E3 ag-1 = human photoreceptor-specific nuclear receptor agonism; inhibition of corepressor binding, % at 3.98 µM; Q9Y5X4; AID 602229; CHO-S Gal4-NCOR/VP16-NR2E3 two-hybrid, luciferase; actives 0.35% (n = 360,000);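 active = inhibition above the mean of all tested compounds plus 3 SD, cut at about 70% in these data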;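 note: 0% = DMSO with NR2E3 transfected cells and 100% = cells lacking NR2E3 construct; higher means lower luciferase signal from less NR2E3 corepressor binding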
Target sequence (Q9Y5X4 whole entry, looked up, the tested form may be a part): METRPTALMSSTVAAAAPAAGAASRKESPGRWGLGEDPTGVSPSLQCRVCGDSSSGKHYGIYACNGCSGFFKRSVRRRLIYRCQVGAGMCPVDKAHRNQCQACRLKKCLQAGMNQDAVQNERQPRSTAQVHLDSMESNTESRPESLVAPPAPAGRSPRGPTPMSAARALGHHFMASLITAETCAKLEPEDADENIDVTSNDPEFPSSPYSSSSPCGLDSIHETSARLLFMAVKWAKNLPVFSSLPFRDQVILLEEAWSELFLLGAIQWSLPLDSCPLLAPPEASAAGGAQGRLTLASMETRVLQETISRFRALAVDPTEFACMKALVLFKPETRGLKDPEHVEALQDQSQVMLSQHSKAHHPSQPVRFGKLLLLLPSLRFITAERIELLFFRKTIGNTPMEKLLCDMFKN
HIF-2a inh = blocks HIF-2a reporter activity | inhibition, % at 18.8 µM | AID 624352 | 786-0 RCC cells HIF-2a reporter, luciferase luminescence, overnight | actives 0.72% (n = 360,000);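 active = inhibition of the luminescence signal of 40% or more relative to plate controls, in a single-dose primary screen at 18.75 µM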
CF NFkB inh = blocks PAF-induced NF-kB reporter in cystic fibrosis cells. KKLEB NF-kB-GFP reporter, GFP fluorescence overnight. actives 0.86% (n = 360,000). inhibition, % at 5 µM;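 active = at least 50% inhibition at 5 µM, scaled per plate between neutral and stimulator controls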;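 note: PAF is a Pseudomonas aeruginosa culture filtrate used as stimulus; plate controls were PAF-stimulated DMSO wells for no effect and unstimulated DMSO wells for full effect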
LMP1 NFkB inh = inhibitors of Epstein-Barr LMP1-induced NF-kappaB reporter. actives 0.69% (n = 350,000). inhibition, % at 12.5 µM. LMP1-induced NF-kappaB luciferase reporter cells, luminescence; in the data active = inhibition above about 41%;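 note: 0% = neutral control wells and 100% = reference inhibitor control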
Shn3 inh set2 = inhibitors of Schnurri-3 3'UTR reporter in osteoblasts. Clone20 osteoblast Shn3 3'UTR firefly luciferase, 24 h. inhibition, % at 12.5 µM. actives 0.52% (n = 360,000);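 active = mean inhibition of at least 75% with every replicate also reaching 75%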;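 note: 0% = median of neutral control wells and 100% = pilot-screen positive control compound; some compounds past the cut are filed as inactive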
Peg3 promoter = Peg3 promoter activity inhibition. HeLa PEG-Prom luciferase reporter, luminescence, overnight. inhibition, % at 20 µM. actives 1.7% (n = 360,000). AID 588405;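 active = inhibition of at least 50% at 20 µM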
NR2E3 ag-2 = NR2E3 (human) agonism; Q9Y5X4; GST-NR2E3/biotin-RetCOR TR-FRET, 1536-well; inhibition of corepressor binding, % at 4.78 µM; actives 0.12% (n = 320,000); AID 2300;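 active = percent inhibition above the cutoff of mean plus 3 SD of all tested compounds, set per screening campaign, cut at about 20% in these data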;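 note: 0% = DMSO wells and 100% = biotin wells as full block of FRET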
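Material – GST-tagged NR2E3 plus biotinylated RetCOR corepressor · Quantity – NR2E3 fusion 1.35 nM · Times – 5 h incubation at 4 °C · Medium – pH 7.5 Tris-based buffer · Technique – TR-FRET, Eu(K)-anti-GST donor, streptavidin-D2 acceptor, ex 340, em 617/671 nm · Benchmarks – high control biotin, low control 0.6% DMSO · Format – 1536-well plates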
KKLEB cytotox = counter-screen for CF NF-kB inhibitors: cytotoxicity | AID 602141 | activity change (cytotoxicity), % at 5 µM | actives 0.36% (n = 360,000) | KKLEB CF airway cells viability, ATPlite luminescence, overnight; stronger effect = lower value; cells stimulated with P. aeruginosa culture filtrate;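 active = corrected activity change at or below -50% at 5 µM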
iPSC survival up = hiPSC single-cell survival enhancement. actives 0.044% (n = 360,000). ATPlite luminescence; 100% = ROCK inhibitor wells, 0% = DMSO. survival enhancement, % at 20 µM; in the data active = survival enhancement above about 18%;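 note: cells exposed to compounds for 16 hours before the ATP read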
Active calls of the source: *.

`CC(OC(=O)c1cccc(-n2cnnn2)c1)C(=O)Nc1ccc(N(C)C)cc1` (stereo not given) gave TRAIL sens C8 -25, MITF TRPM1 inh -1, NR2E3 ag-1 -21, HIF-2a inh -40, CF NFkB inh 7, LMP1 NFkB inh -8, Shn3 inh set2 11, Peg3 promoter -27, NR2E3 ag-2 -1, KKLEB cytotox -12 and iPSC survival up 0.3.
Screening Cc1ccc(C2CC(c3ccccc3)=NN2C(=S)Nc2ccccc2)o1 (stereo not given) returned TRAIL sens C8 -2, MITF TRPM1 inh 27, NR2E3 ag-1 -67, HIF-2a inh -124, CF NFkB inh -17, LMP1 NFkB inh -5, Shn3 inh set2 -2, Peg3 promoter -8, NR2E3 ag-2 -4, KKLEB cytotox -7 and iPSC survival up -2.4.
`CN(C)c1cccc(C(=O)NCCCn2ccc3ccccc32)c1` gave TRAIL sens C8 -1, MITF TRPM1 inh 1, NR2E3 ag-1 -23, HIF-2a inh -32, CF NFkB inh -12, LMP1 NFkB inh 2, Shn3 inh set2 -13, Peg3 promoter -6, NR2E3 ag-2 -2, KKLEB cytotox 5 and iPSC survival up 1.1.
`CCCCOc1ccccc1Cn1c(=O)oc2ccc(C)cc21` gave TRAIL sens C8 -4, MITF TRPM1 inh -1, NR2E3 ag-1 -3, HIF-2a inh 13, CF NFkB inh 22, LMP1 NFkB inh -1, Shn3 inh set2 0, Peg3 promoter 22, NR2E3 ag-2 -3, KKLEB cytotox -9 and iPSC survival up -1.0.
COc1ccc(Cl)cc1NC(=O)CN(C)CC(=O)NCc1ccc(F)cc1 was read as TRAIL sens C8 -19, MITF TRPM1 inh 2, NR2E3 ag-1 -13, HIF-2a inh 19, CF NFkB inh 2, LMP1 NFkB inh -2, Shn3 inh set2 7, Peg3 promoter 24, KKLEB cytotox -9 and iPSC survival up -0.4.
`O=C(Nc1ccccc1)OCCN1CCOCC1` gave TRAIL sens C8 8, MITF TRPM1 inh -11, NR2E3 ag-1 -15, HIF-2a inh -26, CF NFkB inh -2, LMP1 NFkB inh -10, Shn3 inh set2 -7, Peg3 promoter -13, KKLEB cytotox 0 and iPSC survival up 1.1.
For COc1ccc(CCn2nc(C)c([N+](=O)[O-])c2C)cc1 the results were TRAIL sens C8 -12, MITF TRPM1 inh -52, NR2E3 ag-1 -90, HIF-2a inh -247, CF NFkB inh 1, LMP1 NFkB inh -23, Shn3 inh set2 -66, Peg3 promoter -267, NR2E3 ag-2 0, KKLEB cytotox -4 and iPSC survival up 0.1.
For Cc1cc(=O)oc2cc(NS(=O)(=O)c3ccccc3)ccc12 the results were TRAIL sens C8 1, MITF TRPM1 inh -10, NR2E3 ag-1 -26, HIF-2a inh -1, CF NFkB inh -5, LMP1 NFkB inh 10, Peg3 promoter 2, NR2E3 ag-2 1, KKLEB cytotox -10 and iPSC survival up 0.8.
`CS(=O)(=O)N(CC(=O)N1CCCCCC1)c1cc(Cl)ccc1Cl` gave TRAIL sens C8 -11, MITF TRPM1 inh 3, NR2E3 ag-1 -9, HIF-2a inh 10, CF NFkB inh 10, LMP1 NFkB inh -8, Shn3 inh set2 12, Peg3 promoter 12, NR2E3 ag-2 2, KKLEB cytotox -9 and iPSC survival up -0.8.
Cc1ccsc1-c1n[nH]c(=S)n1C1CCCCC1 was read as TRAIL sens C8 3, MITF TRPM1 inh -20, NR2E3 ag-1 -22, HIF-2a inh 0, CF NFkB inh 10, LMP1 NFkB inh 0, Shn3 inh set2 -15, Peg3 promoter 6, NR2E3 ag-2 4, KKLEB cytotox 0 and iPSC survival up -0.1.
Screening CC1(C)CC(=O)C(CC2C(=O)CC(C)(C)CC2=O)C(=O)C1 returned TRAIL sens C8 -9, MITF TRPM1 inh -3, NR2E3 ag-1 -18, HIF-2a inh 15, CF NFkB inh 1, LMP1 NFkB inh 4, Shn3 inh set2 -6, Peg3 promoter 0, NR2E3 ag-2 0, KKLEB cytotox 1 and iPSC survival up 0.0.
CN(C(=O)Cc1c(C(=O)O)n(C)c2ccccc12)c1ccc(Cl)cc1 was read as TRAIL sens C8 1, MITF TRPM1 inh 0, NR2E3 ag-1 -10, HIF-2a inh 17, CF NFkB inh -2, LMP1 NFkB inh -8, Shn3 inh set2 4, Peg3 promoter 17, NR2E3 ag-2 -1, KKLEB cytotox 8 and iPSC survival up 0.9.
Screening Cc1cccc(-n2cccc2)c1C#N returned TRAIL sens C8 -3, MITF TRPM1 inh 2, NR2E3 ag-1 0, HIF-2a inh 10, CF NFkB inh -12, LMP1 NFkB inh 4, Shn3 inh set2 -15, Peg3 promoter 14, NR2E3 ag-2 3, KKLEB cytotox 2 and iPSC survival up -0.8.
CCc1nccn1CCC(=O)N1CCCC(Nc2ccc(F)cc2)C1 (stereo not given) was read as TRAIL sens C8 24, MITF TRPM1 inh 5, NR2E3 ag-1 -14, HIF-2a inh 5, CF NFkB inh -7, LMP1 NFkB inh -5, Shn3 inh set2 -22, Peg3 promoter 7, NR2E3 ag-2 1, KKLEB cytotox 4 and iPSC survival up -0.4.
CC(C)(C)Cc1nnc(NC(=O)CN2C(=O)c3ccccc3C2=O)s1 was read as TRAIL sens C8 -2, MITF TRPM1 inh 17, NR2E3 ag-1 -3, HIF-2a inh 4, CF NFkB inh -4, LMP1 NFkB inh -15, Shn3 inh set2 9, Peg3 promoter 1, NR2E3 ag-2 5, KKLEB cytotox 2 and iPSC survival up 1.5.
For CC1CN(C(=O)COC(=O)c2cc(Cl)ccc2[N+](=O)[O-])CC(C)O1 (stereo not given) the results were TRAIL sens C8 3, NR2E3 ag-1 -11, HIF-2a inh 7, CF NFkB inh 2, LMP1 NFkB inh -2, Shn3 inh set2 -5, Peg3 promoter 6, NR2E3 ag-2 1, KKLEB cytotox -2 and iPSC survival up -0.1.
Screening Cc1ccccc1NC(=S)N(C)Cc1cccs1 returned TRAIL sens C8 -31, MITF TRPM1 inh -15, NR2E3 ag-1 -3, HIF-2a inh 1, CF NFkB inh 2, LMP1 NFkB inh -2, Shn3 inh set2 -17, Peg3 promoter -7, NR2E3 ag-2 4, KKLEB cytotox -3 and iPSC survival up 1.8.
`O=c1[nH]cnc2c1c(-c1ccccc1)cn2-c1ccc(Br)cc1` gave TRAIL sens C8 0, MITF TRPM1 inh -12, NR2E3 ag-1 -11, HIF-2a inh 15, CF NFkB inh -16, LMP1 NFkB inh 19, Shn3 inh set2 7, Peg3 promoter 17, NR2E3 ag-2 1, KKLEB cytotox 14 and iPSC survival up 1.1.
For COc1ccc2c(c1)OC1=C(C(=O)CCC1)C2C1=C(O)CCCC1=O (stereo not given) the results were TRAIL sens C8 -12, MITF TRPM1 inh -1, NR2E3 ag-1 -6, HIF-2a inh -5, CF NFkB inh -2, LMP1 NFkB inh 5, Shn3 inh set2 -26, Peg3 promoter -8, NR2E3 ag-2 0, KKLEB cytotox 6 and iPSC survival up 5.0.
`N#Cc1cccc(NC(=O)COC(=O)c2cccc(N3C(=O)c4ccccc4C3=O)c2)c1` gave TRAIL sens C8 14, MITF TRPM1 inh -1, NR2E3 ag-1 -9, HIF-2a inh 12, CF NFkB inh 2, LMP1 NFkB inh 3, Shn3 inh set2 8, Peg3 promoter 11, NR2E3 ag-2 2, KKLEB cytotox -1 and iPSC survival up 0.0.
For CN(CC(=O)Nc1cccc(F)c1)C(=O)c1cn(-c2ccccc2)nc1-c1ccc(Cl)cc1 the results were TRAIL sens C8 5, MITF TRPM1 inh 21, NR2E3 ag-1 3, HIF-2a inh -12, CF NFkB inh -14, LMP1 NFkB inh -13, Shn3 inh set2 -3, Peg3 promoter 34, NR2E3 ag-2 -3, KKLEB cytotox 2 and iPSC survival up 3.9.
`C=C(C)CSc1cc(C)c(C#N)c2nc3ccccc3n12` gave TRAIL sens C8 -2, MITF TRPM1 inh 1, NR2E3 ag-1 -31, HIF-2a inh 4, CF NFkB inh -2, LMP1 NFkB inh 4, Shn3 inh set2 -3, Peg3 promoter 18, NR2E3 ag-2 0, KKLEB cytotox -8 and iPSC survival up 1.6.
COC(=O)C1CC(O)CN1S(=O)(=O)c1ccc2ccccc2c1 (stereo not given) was read as TRAIL sens C8 -41, MITF TRPM1 inh -5, NR2E3 ag-1 -7, HIF-2a inh -9, CF NFkB inh 19, LMP1 NFkB inh -8, Shn3 inh set2 4, Peg3 promoter 8, NR2E3 ag-2 2, KKLEB cytotox -28 and iPSC survival up 1.7.
Screening COc1ccccc1C(=O)Nc1ccccc1C(=O)N1CCCC1 returned TRAIL sens C8 -6, MITF TRPM1 inh 15, NR2E3 ag-1 10, HIF-2a inh 14, CF NFkB inh 6, LMP1 NFkB inh 0, Shn3 inh set2 6, Peg3 promoter 16, NR2E3 ag-2 -1, KKLEB cytotox 0 and iPSC survival up 4.6.

Molecules listed so far that contain a nitro group on carbon, in the order listed:
For COc1ccc(CCn2nc(C)c([N+](=O)[O-])c2C)cc1 the results were TRAIL sens C8 -12, MITF TRPM1 inh -52, NR2E3 ag-1 -90, HIF-2a inh -247, CF NFkB inh 1, LMP1 NFkB inh -23, Shn3 inh set2 -66, Peg3 promoter -267, NR2E3 ag-2 0, KKLEB cytotox -4 and iPSC survival up 0.1.
For CC1CN(C(=O)COC(=O)c2cc(Cl)ccc2[N+](=O)[O-])CC(C)O1 (stereo not given) the results were TRAIL sens C8 3, NR2E3 ag-1 -11, HIF-2a inh 7, CF NFkB inh 2, LMP1 NFkB inh -2, Shn3 inh set2 -5, Peg3 promoter 6, NR2E3 ag-2 1, KKLEB cytotox -2 and iPSC survival up -0.1.

Later entries.
Screening CSc1ccc(S(=O)(=O)N(CC(=O)NCc2ccccn2)c2ccc(C)cc2)cc1 returned TRAIL sens C8 2, MITF TRPM1 inh 9, NR2E3 ag-1 -17, HIF-2a inh -9, CF NFkB inh -4, LMP1 NFkB inh -6, Shn3 inh set2 0, Peg3 promoter 9, NR2E3 ag-2 -1, KKLEB cytotox 4 and iPSC survival up 0.4.
`Cn1c(=O)c2c(nc(SCc3nc(N)nc(N4CCCCC4)n3)n2C)n(C)c1=O` gave TRAIL sens C8 1, MITF TRPM1 inh 2, NR2E3 ag-1 16, HIF-2a inh 14, CF NFkB inh -14, LMP1 NFkB inh 4, Shn3 inh set2 23, Peg3 promoter 11, NR2E3 ag-2 4, KKLEB cytotox 3 and iPSC survival up 2.2.
COc1cc(OC)cc(C(=O)Nc2ccccc2S(=O)(=O)N2CCCC2OC(C)=O)c1 (stereo not given) was read as TRAIL sens C8 -1, MITF TRPM1 inh -1, NR2E3 ag-1 -21, HIF-2a inh 0, CF NFkB inh 11, LMP1 NFkB inh -2, Shn3 inh set2 -4, Peg3 promoter -10, NR2E3 ag-2 1, KKLEB cytotox -12 and iPSC survival up -0.7.
Screening Cn1c(CC(=O)NNC(=O)c2ccc(Cl)nc2)nc2ccccc21 returned TRAIL sens C8 -11, MITF TRPM1 inh -16, NR2E3 ag-1 -27, HIF-2a inh 0, CF NFkB inh -24, LMP1 NFkB inh 10, Shn3 inh set2 0, Peg3 promoter -5, KKLEB cytotox 20 and iPSC survival up 0.4.

Screening results: PubChem BioAssay, several laboratories

Some of the compounds tested. The share of hits here may be higher or lower than overall.
